VLA-4 inh: inhibition in a human VLA-4 binding assay. 330,000 compounds, 0.2% hits. AID 2557. inhibition, % (about 7 µM as worked out from the volumes in the protocol). VLA-4 expressing cells, ligand binding flow cytometry; in the data active means inhibition above about 50%
Target sequence (P13612 whole entry, looked up): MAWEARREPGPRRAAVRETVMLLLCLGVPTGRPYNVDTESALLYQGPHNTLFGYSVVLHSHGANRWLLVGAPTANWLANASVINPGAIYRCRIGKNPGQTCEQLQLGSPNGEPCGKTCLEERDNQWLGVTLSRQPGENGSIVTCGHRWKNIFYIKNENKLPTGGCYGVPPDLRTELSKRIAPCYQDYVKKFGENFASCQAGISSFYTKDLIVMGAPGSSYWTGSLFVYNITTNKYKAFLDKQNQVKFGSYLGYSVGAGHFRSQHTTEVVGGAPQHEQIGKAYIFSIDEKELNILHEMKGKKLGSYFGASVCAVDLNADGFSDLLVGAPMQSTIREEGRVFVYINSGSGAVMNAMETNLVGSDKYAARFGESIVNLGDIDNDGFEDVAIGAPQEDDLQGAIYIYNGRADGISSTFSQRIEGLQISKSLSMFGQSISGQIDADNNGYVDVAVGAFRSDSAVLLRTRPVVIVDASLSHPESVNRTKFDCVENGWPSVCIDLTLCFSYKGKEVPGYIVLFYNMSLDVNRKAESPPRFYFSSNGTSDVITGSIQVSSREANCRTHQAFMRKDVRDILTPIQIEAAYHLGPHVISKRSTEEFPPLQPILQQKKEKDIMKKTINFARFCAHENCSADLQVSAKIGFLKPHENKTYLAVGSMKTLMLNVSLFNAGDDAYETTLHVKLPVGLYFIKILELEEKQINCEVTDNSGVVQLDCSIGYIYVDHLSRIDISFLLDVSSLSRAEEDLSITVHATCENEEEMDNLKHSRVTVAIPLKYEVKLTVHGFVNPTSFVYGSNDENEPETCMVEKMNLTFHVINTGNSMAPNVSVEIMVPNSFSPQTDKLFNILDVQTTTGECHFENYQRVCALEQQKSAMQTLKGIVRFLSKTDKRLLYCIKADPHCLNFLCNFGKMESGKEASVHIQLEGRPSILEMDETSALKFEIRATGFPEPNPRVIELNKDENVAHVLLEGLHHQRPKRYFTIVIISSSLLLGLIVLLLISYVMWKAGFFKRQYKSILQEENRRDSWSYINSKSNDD
LAP4-GFP MLPCN: modulators of TOR pathway LAP4-GFP in S. cerevisiae. S. cerevisiae LAP4-GFP multiplex, flow cytometry GFP, 3 h; median GFP as percent of DMSO wells. GFP response vs DMSO, % at 10 µM. 320,000 compounds, 0.34% hits. AID 2023;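 active means GFP response vs DMSO above a set limit, about the screen mean plus 3 SD, cut at about 150% in these data; inconclusive means under 70 cell events counted for the yeast strain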
GRK2 aptamer HTS: human GRK2 inhibition via aptamer displacement; 330,000 compounds, 0.59% hits; inhibition of aptamer binding, % at 10 µM; bead flow cytometry, FAM-aptamer displacement from GRK2;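 active means inhibition of aptamer binding above 40%, roughly 3 SD of noise, on plates passing a quality check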;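 further: median bead fluorescence of bound FAM aptamer so fluorescent compounds give negative values; no value below 0 was filed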
GASC-1 inh: blocks human GASC-1 demethylase activity; inhibition, % at 2.35 µM; Q9H3R0; 330,000 compounds, 0.069% hits; GST-JMJD2C(1-420) H3K9me3 demethylation, DELFIA europium;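 active means more than half of a compound's replicate wells show inhibition beyond 50%, single wells judged on their own value; inconclusive means some, but no more than half, of replicates pass 50% inhibition; inactive means no replicate passes 50% inhibition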;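 further: signal counts dimethyl H3K9 product captured on neutravidin plate; 0% = median of DMSO wells and 100% = 0.3 times that DMSO median; strong numbers were not always called active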
RPL19A TOR yeast: alters RPL19A-GFP fluorescence in TOR pathway yeast screen | S. cerevisiae RPL19A-GFP strain, flow cytometry, 3 h; stronger effect = lower value | percent response vs DMSO, % at 10 µM | 330,000 compounds, 0.3% hits;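 active means percent response vs DMSO below 50%; inconclusive means fewer than 70 events counted for the yeast strain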;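 further: median channel GFP fluorescence of the barcoded RPL19A-GFP strain; ratio of sample median GFP to plate DMSO average so 100% = DMSO; lower means less RPL19A-GFP as with rapamycin TOR inhibition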
MEP2-GFP yeast: alters MEP2-GFP fluorescence in TOR pathway yeast screen; S. cerevisiae MEP2-GFP strain, flow cytometry GFP, 3 h; 100% = DMSO control level; GFP response vs DMSO, % at 10 µM; 330,000 compounds, 0.51% hits; AID 2016;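 active means GFP response versus DMSO above a set limit, roughly screen mean plus 3 SD, cut at about 180% in these data; inconclusive means fewer than 70 cells counted for a yeast strain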;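 further: median GFP fluorescence of the barcode-gated MEP2-GFP cells per well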
CIT2-GFP yeast: modulators of TOR pathway CIT2-GFP in S. cerevisiae; S. cerevisiae CIT2-GFP strain, flow cytometry, 3 h; 100 means same as DMSO wells; 320,000 compounds, 0.065% hits; AID 2029; GFP response vs DMSO, % at 10 µM;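 active means GFP response relative to DMSO above a set limit, near the screen mean plus 3 SD, cut at about 150% in these data; inconclusive means Fewer than 70 cells measured for a yeast strain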;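 further: ratio of well median GFP fluorescence to mean of DMSO wells on the plate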
AGP1-GFP MLPCN: alters AGP1-GFP fluorescence in TOR pathway yeast screen; S. cerevisiae AGP1-GFP multiplex flow cytometry, 3 h; GFP as percent of DMSO wells; GFP response vs DMSO, % at 10 µM; 320,000 compounds, 0.02% hits;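 active means GFP response relative to DMSO above a set limit, near screen average plus 3 SD, cut at about 150% in these data; inconclusive means fewer than 70 cells counted for the yeast strain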;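 further: median GFP channel fluorescence of the gated AGP1 strain per well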
Numbers without * were called inactive; ? = inconclusive; . = not tested or not shown; [ ] = dose if it differs, or a comment.

SMILES	VLA-4 inh	LAP4-GFP MLPCN	GRK2 aptamer HTS	GASC-1 inh	RPL19A TOR yeast	MEP2-GFP yeast	CIT2-GFP yeast	AGP1-GFP MLPCN
COc1cccc(-n2c(Cc3cc(=O)[nH]c(=O)[nH]3)nnc2SCc2cccc(C(F)(F)F)c2)c1	16	102	0	3	101	102	100	103
O=C(O)C1CCCN(S(=O)(=O)c2ccc3c(c2)OCCO3)C1 (centres undefined)	16	99	3	6	101	107	108	102
COc1ccc(OCCCc2c(C)n[nH]c2C)cc1	-3	104	2	-3	101	107	109	107
O=C(Nc1ccccc1Oc1ccccc1)C1CC1	7	102	1	19	105	102	113	101
O=C(Nc1ccc(S(=O)(=O)N2CCOCC2)cc1)c1cccc([N+](=O)[O-])c1	-1	92	0	-2	98	102	99	96
COC(=O)c1cc(CNC(=O)c2cccc(Cl)c2)ccc1OC	-10	92	0	11	97	102	99	103
COc1ccc(C2SCC(=O)N2c2ccccc2)cc1 (centres undefined)	5	89	0	5	101	97	90	82
COc1ccc(CN2CCNC(=O)C2CC(=O)NC2CCCCC2)c(OC)c1 (centres undefined)	9	96	2	-2	101	100	99	99
COc1ccc(Cc2nc3ccc(S(N)(=O)=O)cc3[nH]2)cc1OC	102*	98	6	-3	99	101	100	95
Cc1cc(=O)[nH]c(N2CCN(C(c3ccccc3)c3ccccc3)CC2)n1	17	107	0	-11	103	108	110	107
C=CCNC(=O)COC(=O)c1ccccc1C(=O)N(C)C1CCCCC1	-1	95	0	-2	104	104	103	101
COc1ccccc1CN(C)C(=O)CN1CCN(CC(=O)Nc2ccccc2Cl)CC1	9	97	3	-1	99	96	102	99
Cc1ccc(NC(=O)Cn2nnc(C(=O)NCc3ccccc3)c2N)cc1C	-4	102	0	-1	106	109	109	110
CC(C)=CC(=O)OCC(=O)Nc1cc([N+](=O)[O-])ccc1F	11	85	6	0	98	95	91	91
CS(=O)(=O)N(Cc1ccc(Cl)cc1)c1ccc(C(=O)N/N=C/c2cc3ccccc3nc2Cl)cc1	7	86	0	3	107	106	107	100
CC(C)COc1ccc(C(=O)Nc2cc(S(=O)(=O)N3CCOCC3)ccc2N2CCCC2)cc1	5	102	6	16	98	97	94	98
Cn1cccc1C(=O)OCC(=O)NCc1cccs1	6	90	0	-3	100	103	107	102
CCc1ccccc1NC(=O)/C(=C/c1ccccc1)c1ccccc1	3	100	1	8	107	105	112	115
Clc1ccc(OCc2nc3ccccc3[nH]2)cc1	5	110	1	6	89	94	71	92
O=c1cc(C(F)(F)F)[nH]c2ccccc12	4	97	1	24	96	96	98	103
O=C(Nc1ccc(F)cc1)N1CCN2C(=O)c3ccccc3C12c1ccccc1 (centres undefined)	-7	92	0	0	97	97	105	110
CC1CCN(S(=O)(=O)c2ccc(C(=O)N3CCCCC3C(=O)O)cc2)CC1 (centres undefined)	-4	107	1	.	98	102	99	102
O=C(COC(=O)/C=C/c1ccc(S(=O)(=O)N2CCOCC2)cc1)NCc1ccc(F)cc1	15	105	3	-12	86	86	89	92
COc1ccc(C(=O)N(c2ccccc2)C2C=CS(=O)(=O)C2)cc1 (centres undefined)	10	91	1	-68	100	99	101	97
COc1ccc(OC)c(C2c3[nH]c4ccccc4c3C[C@H]3C(=O)N(C4CC4)CC(=O)N23)c1 (some centres undefined)	-1	95	4	-8	109	111	103	109
Continued.
SMILES	VLA-4 inh	LAP4-GFP MLPCN	GRK2 aptamer HTS	GASC-1 inh	RPL19A TOR yeast	MEP2-GFP yeast	CIT2-GFP yeast	AGP1-GFP MLPCN
CCCn1c2c(c(O)c(C(=O)Nc3ccccc3)c1=O)CCCC2	6	99	0	3	97	100	93	93
C/C(=N\NC(=O)Cc1ccccc1)c1cccnc1	10	94	1	8	99	97	98	99
CCc1ccccc1NC(=O)CCN1C(=O)c2ccccc2C1=O	15	100	2	-12	103	104	106	98
Cc1ccc(C(O)c2ccc(-n3ccnc3)cc2)cc1 (centres undefined)	13	93	1	9	105	101	105	98
CCC(=O)Nc1ccc(Cl)c(NC(=O)c2cccnc2)c1	9	99	0	6	102	104	98	103
CCCCCCCNC(=O)C1(CC2CC(c3cccc(Br)c3)=NO2)CCN(C(=O)OC(C)(C)C)CC1 (centres undefined)	16	?	1	-3	?	?	?	?
O=C(Nc1ccncc1)Nc1cc(Cl)ccc1Cl	-6	85	0	2	120	105	88	98
COc1ccccc1S(=O)(=O)NCc1ccc(C(=O)N(C)Cc2ccc(F)cc2)cc1	5	86	6	5	91	94	90	93
CNCCCOc1ccc(Cl)cc1C(C)(C)C	12	104	0	4	101	101	106	105
COc1ccc(CC(=O)Nc2cc(C)ccn2)cc1OC	-5	122	0	6	98	94	97	109
CCOC(=O)C1CCCN(CC(=O)N(C)c2c(N)n(Cc3ccccc3)c(=O)[nH]c2=O)C1 (centres undefined)	11	104	0	1	96	100	95	97
CNC(=S)Nc1ccc(N2CCN(c3ccc(C(F)(F)F)cn3)CC2)nc1	1	105	0	3	95	96	93	104
COc1ccc(C(=O)OCC[N+]2(C)CCCCC2)cc1	2	108	0	-4	110	120	98	116
O=S(=O)(c1ccccc1)N1CCN(C2CCCCCCC2)CC1	7	102	2	30	101	106	96	102
C=C(C)CN(CC)c1nc(N)c2c(N)nc3c(c2c1C#N)CC(=O)N3C12CC3CC(CC(C3)C1)C2	11	100	2	1	96	99	94	100
O=C(COC(=O)c1ccc(Cl)c(S(=O)(=O)N2CCCCC2)c1)NCc1ccco1	-9	106	1	-34	96	92	89	97
O=C(O)CCc1ccc(-c2cccs2)n1CC1CCCO1 (centres undefined)	-12	107	0	-5	98	92	98	101
COc1ccccc1OCC(=O)NCCSCc1cccc(Cl)c1	0	100	0	1	102	106	91	89
CCc1nc(N)nc(N)c1-c1ccc(Cl)cc1	-2	113	2	1	104	90	114	91
CC1CCN(C(=O)c2nc[nH]c2C(=O)N2CCC(C)CC2)CC1	12	101	1	-2	95	96	101	100
CCOC(=O)COc1ccc(S(=O)(=O)N2CCN(c3ccccc3F)CC2)cc1	2	100	0	-9	97	100	98	96
CC(=O)CC(=O)Nc1cccc2c1CCCC2	7	90	0	-26	96	94	93	92
Cc1nc2ccc([N+](=O)[O-])cc2[nH]1	6	99	3	-10	102	103	105	102
O=C(Nc1ccc(Br)cc1)N1CCCC(O)C1 (centres undefined)	-14	87	56*	-1	94	95	94	90
O=C(COC(=O)Cc1ccc(Cl)c(Cl)c1)Nc1ccc2[nH]c(=O)[nH]c2c1	10	113	0	-4	103	104	98	113

Entries shown so far that contain a thiophene ring, fused or not (two):
SMILES	VLA-4 inh	LAP4-GFP MLPCN	GRK2 aptamer HTS	GASC-1 inh	RPL19A TOR yeast	MEP2-GFP yeast	CIT2-GFP yeast	AGP1-GFP MLPCN
Cn1cccc1C(=O)OCC(=O)NCc1cccs1	6	90	0	-3	100	103	107	102
O=C(O)CCc1ccc(-c2cccs2)n1CC1CCCO1 (centres undefined)	-12	107	0	-5	98	92	98	101

Additional records.
SMILES	VLA-4 inh	LAP4-GFP MLPCN	GRK2 aptamer HTS	GASC-1 inh	RPL19A TOR yeast	MEP2-GFP yeast	CIT2-GFP yeast	AGP1-GFP MLPCN
CCCCn1c(N)c(N(CC(C)C)C(=O)CSc2ccc3c(c2)OCCO3)c(=O)[nH]c1=O	7	109	2	-16	100	104	97	98
CC(=O)CCc1ccc(OCCCCN2CCC(Cc3ccccc3)CC2)cc1	14	102	0	1	90	84	106	95
COc1ccccc1N1C(=O)C2CC(C)=C(C)CC2C1=O (centres undefined)	2	82	1	-17	114	95	78	80
COc1ccc(N(CC(=O)Nc2ccc(F)c(F)c2)S(=O)(=O)c2c(C)[nH]c(=O)[nH]c2=O)cc1	-1	101	1	24	97	102	96	100
C=CCN1C(=O)c2ccccc2Sc2ccc(C(=O)NC(C)C)cc21	-9	95	1	9	100	107	101	97
Cc1cccc(C)c1NC(=O)CNC(=O)c1ccc2nc[nH]c2c1	12	102	4	5	103	108	106	109
O=C(NNC(=O)C1CC1c1ccccc1)Nc1cccc(Cl)c1 (centres undefined)	-2	103	2	0	106	105	110	108
Cc1cccc2c(=O)c(C(=O)NCc3cccs3)c[nH]c12	11	96	1	-6	90	95	97	93
CCOC(=O)NC1(NCC(C)C)Oc2ccccc2O1	-3	101	0	23	98	97	102	103
CCOC(=O)c1ccccc1NC(=O)C1=COCCO1	2	111	0	0	96	83	93	88
Cc1ccc(CN(C)C(=O)COC(=O)CSc2ccc([N+](=O)[O-])cc2)cc1	-5	105	2	1	97	94	102	101
Nc1cc(C(=O)OCC(=O)N2CCOCC2)ccc1Cl	-8	89	58*	10	106	95	94	97
CN(C(=O)CC(=O)Nc1ccc(Cl)c(Cl)c1)c1ccccc1	-3	109	2	8	93	94	89	106
COc1ccccc1NC(=S)NC(=O)c1ccc(Cn2cc(Br)cn2)cc1	-1	99	3	2	106	106	104	106
O=C(Nc1ccc(NC(=O)c2ccc([N+](=O)[O-])o2)cc1Cl)c1ccco1	4	101	4	0	104	102	102	99
CCc1ccc(NC(=O)CNCc2ccc(OC)c(OC)c2)cc1	4	92	0	-2	102	88	103	96
Cc1nc2c(-c3ccc(F)cc3)c(C)nn2c(C)c1CCC(=O)N1CCN(c2ccc(F)cc2)CC1	-27	106	0	7	96	101	93	99
CCn1c(SCC(=O)NC2CCCC2)nnc1-c1c[nH]c2ccccc12	3	112	0	6	101	93	109	106
CCOC(=O)C1=C(C)N=c2s/c(=C\C(=O)OC)c(=O)n2C1c1ccc(OC)cc1 (centres undefined)	7	127	2	-14	101	97	82	94
C(=N\n1cnnc1)/c1ccc(OCc2cccc3ccccc23)cc1	1	109	0	-14	102	102	83	100
COc1cnc(-c2ccccc2)nc1Oc1cccc(C)c1	7	96	0	-1	92	95	90	91
CC(C)OC(=O)CSc1nc(-c2ccc(F)cc2)cc(C(F)(F)F)n1	3	102	5	27	97	105	100	99
O=C(O)/C=C/C(=O)c1ccc(O)cc1	4	101	3	-1	104	104	100	104
O=C(CSc1nc2ccccc2c(=O)n1Cc1ccc(F)cc1)NCc1cccs1	27	97	6	1	105	105	108	103
COc1cccc(NC(=O)COc2ccc(C)cc2)c1	12	117	4	.	98	103	101	89
Remaining list, next part:
SMILES	VLA-4 inh	LAP4-GFP MLPCN	GRK2 aptamer HTS	GASC-1 inh	RPL19A TOR yeast	MEP2-GFP yeast	CIT2-GFP yeast	AGP1-GFP MLPCN
CC(C)NC(=O)c1ccc(COc2cc(Cl)ccc2Cl)o1	4	96	3	6	107	93	102	95
COCc1cc(C)nc(Nc2cc(C)ccc2C)c1C#N	10	115	0	-21	98	102	86	92
O=C(Oc1cccnc1)c1ccc([N+](=O)[O-])cc1Cl	3	116	0	-2	102	102	112	96
O=C(O)[C@H](Cc1ccccc1)NC(=O)N1CCCCCC1	5	.	100*	2	84	91	88	90
CC1=CC(C)(C)N(C(=O)CN2C(=O)c3ccccc3C2=O)c2ccccc21	-3	100	0	14	93	93	86	93
CC12CCC(=O)N1C(C(=O)Nc1cccc(F)c1)CS2 (centres undefined)	8	85	10	21	112	111	107	88
COc1cc(SC)ccc1C(=O)Nc1ccccc1	0	114[may fluoresce violet]	0	1	61[may fluoresce violet]	169[may fluoresce violet]	?	18[may fluoresce violet]
COc1ccc(NC(=O)N2CCCC2C(=O)NCCc2ccccc2)cc1 (centres undefined)	8	99	0	-1	105	102	104	105
CCN(CC)c1nc(-c2cccc(OC)c2O)nc2ccccc12	9	85	1	-7	92	92	85	90
Cc1onc(-c2ccccc2)c1C(=O)OCCOc1cccc(Cl)c1	-7	94	1	5	106	111	106	103
Cc1ccc(NC(=O)Nc2ccon2)cc1Cl	9	97	29	-16	112	112	103	92
COc1ccc(Br)cc1CN(C)CC(O)COc1ccc(Br)cc1 (centres undefined)	0	96	0	3	99	101	104	99
